Screening data deposited in PubChem by National Center for Advancing Translational Sciences (NCATS).
Vif-APOBEC3F blk: Vif-A3F binding inhibition; HeLa A3F-eYFP + Vif (tagged APOBEC3F with the HIV-1 protein that degrades it), YFP fluorescence increase; Potency, µM (top dose mostly 46.1 µM), for inactives: top-dose activity, negative = active; 390,000 compounds, 0.2% hits; note: % of control where 0% means no effect; nearly all actives have a fitted effect of over 65% in size
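HeLa cells stably expressing Vif plus C-terminally eYFP-tagged A3F were seeded, incubated overnight at 37 deg C, dosed with compound, incubated overnight again at 37 deg C. Yellow fluorescence (Ex 488/Em 500-530) reported blocked Vif-mediated A3F-eYFP degradation.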
12-LOX inh: blocks human arachidonate 12S-lipoxygenase; P18054; purified 12hLO, xylenol orange hydroperoxide absorbance; Potency, µM (doses to about 108 µM), for the others: at the highest dose activity change, negative = inhibition, hits mostly inhibitors; 580,000 compounds, 1.1% hits; note: % is set by controls: 0 for no effect and ±100 for the full control effect
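Hydroperoxide product was detected by ferrous iron/xylenol orange as the 573 to 405 nm absorbance ratio. Arachidonic acid at 40 uM (final) was turned over for 30 min at room temperature by 150 nM human 12hLO, pH 7.0 Hepes buffer, after 15 min compound preincubation.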
mIDH1 inhibitor: inhibitors of human mutant IDH1 R132H; Potency, µM (doses to about 76.6 µM), without a hit: at the highest dose activity change, negative = inhibition, most hits filed as inhibitors; 390,000 compounds, 0.093% hits; IDH1-R132H enzyme, NADPH consumption, diaphorase/resazurin fluorescence; AID 602179; O75874; note: % is set by controls: 0 for no effect and ±100 for the full control effect; nearly all actives have a fitted effect of over 65% in size
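IDH1-R132H (0.5 ug/mL) preincubated 30 min with compound, then NADPH (0.016 mM) and alpha-KG (2 mM) added; 80 min at RT, pH 7.5. Remaining NADPH coupled via diaphorase/resazurin to fluorescence (540/590 nm); concentration-response curves normalized to no-enzyme control.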
TrxR1 substrate: rat thioredoxin reductase 1 substrate activity; O89049; purified TrxR1 substrate turnover, NADPH consumption readout; Potency, µM (titrated, usually from 114 µM), without a hit: top-dose activity change, negative = substrate turnover; 390,000 compounds, 0.01% hits; AID 588456; note: % is set by controls: 0 for no effect and ±100 for the full control effect; nearly all actives have a fitted effect of over 50% in size
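Rat TrxR1, dispensed at 90 nM, was prereduced with 400 uM NADPH (final) for 5 min at ~22 deg C, then incubated with compound 15 min before 400 uM selenite. A first-read NADPH fluorescence drop versus no-compound background flagged substrates.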
rTrxR1 inhibitor: rat TrxR1 inhibition; O89049; recombinant rTrxR1, NADPH fluorescence consumption, selenite substrate; Potency, µM (doses to about 114 µM), without a hit: at the top dose activity change, negative = inhibition, hits mostly inhibitors; 390,000 compounds, 1% hits; note: % is set by controls: 0 for no effect and ±100 for the full control effect; nearly all actives have a fitted effect of over 65% in size
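Rat TrxR1 (90 nM in the dispensed reagent) was pre-reduced with 400 uM NADPH for 5 min at room temperature, then incubated with compound for 15 min. After 400 uM selenite was added, NADPH fluorescence (Ex 340/Em 450 nm) was followed for 8 min.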
RGS4 inh: human RGS4 inhibition; AID 504845; Transcreener GDP fluorescence polarization, RGS4-accelerated GTP hydrolysis; 390,000 compounds, 0.039% hits; P49798; Potency, µM (highest dose often 114 µM), for inactives: at the top dose activity change, negative = inhibition, most hits filed as inhibitors; note: % is set by controls: 0 for no effect and ±100 for the full control effect; nearly all actives have a fitted effect of over 75% in size; some results filed as inactive show a strong effect at the top dose
Target sequence (P49798 whole entry, looked up): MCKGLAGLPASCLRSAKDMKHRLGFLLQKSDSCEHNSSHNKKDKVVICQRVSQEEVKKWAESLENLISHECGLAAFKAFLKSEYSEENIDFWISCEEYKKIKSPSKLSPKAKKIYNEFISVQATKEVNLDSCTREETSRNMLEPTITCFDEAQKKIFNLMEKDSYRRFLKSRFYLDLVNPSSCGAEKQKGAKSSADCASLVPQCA
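MLSMR compounds (23 nl, pin-transferred) preincubated 10 min at room temperature with a 500nM (2x) first reagent, then RGS4 at 900nM (2x) plus Transcreener GDP mix added; fluorescence polarization (620/688 nm) read before and after 90 min at 30 °C.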
USP1 inh: inhibitors of human USP1/UAF1 deubiquitinase; AID 743255; 390,000 compounds, 0.23% hits; O94782; recombinant USP1/UAF1, Ub-Rhodamine cleavage fluorescence; Potency, µM (highest dose often 57.1 µM), for the others: at the top dose activity change, negative = inhibition, most hits filed as inhibitors; note: % is set by controls: 0 for no effect and ±100 for the full control effect; nearly all actives have a fitted effect of over 60% in size; inactives centre near -12
Target sequence (O94782 whole entry, looked up): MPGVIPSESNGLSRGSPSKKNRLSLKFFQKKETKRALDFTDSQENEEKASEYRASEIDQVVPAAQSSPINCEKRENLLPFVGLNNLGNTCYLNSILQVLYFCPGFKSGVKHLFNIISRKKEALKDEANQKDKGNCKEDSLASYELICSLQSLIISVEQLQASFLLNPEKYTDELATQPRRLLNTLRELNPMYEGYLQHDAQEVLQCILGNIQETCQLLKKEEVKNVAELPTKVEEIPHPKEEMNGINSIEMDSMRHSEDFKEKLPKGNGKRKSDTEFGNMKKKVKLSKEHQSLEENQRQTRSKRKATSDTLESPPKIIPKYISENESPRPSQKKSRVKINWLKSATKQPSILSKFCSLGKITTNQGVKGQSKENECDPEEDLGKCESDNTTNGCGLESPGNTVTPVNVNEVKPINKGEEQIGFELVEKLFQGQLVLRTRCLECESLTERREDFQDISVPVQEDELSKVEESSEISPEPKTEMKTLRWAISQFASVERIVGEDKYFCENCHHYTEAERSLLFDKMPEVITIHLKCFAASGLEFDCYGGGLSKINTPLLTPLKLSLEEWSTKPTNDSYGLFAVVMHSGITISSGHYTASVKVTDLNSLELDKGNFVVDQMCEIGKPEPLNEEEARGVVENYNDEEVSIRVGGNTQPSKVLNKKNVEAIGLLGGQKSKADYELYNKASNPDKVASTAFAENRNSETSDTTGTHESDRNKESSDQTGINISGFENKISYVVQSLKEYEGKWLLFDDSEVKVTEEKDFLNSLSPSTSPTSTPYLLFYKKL
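Step one: compound is pinned into 1nM USP1/UAF1 in HEPES pH 7.8 buffer with TCEP. Step two: 15 min room-temperature incubation. Step three: Ub-Rho (150nM final) starts cleavage, tracked by fluorescence over six one-minute reads.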
RXFP1 ag: agonists of human relaxin receptor RXFP1. Q9HBX9. HEK293T-RXFP1 cAMP TR-FRET, 30 min; response scale: percent of porcine relaxin response, buffer zero. Potency, µM (doses to about 57.5 µM), inactives show at the top dose activation, actives largely listed as activators. 370,000 compounds, 0.3% hits. AID 2676; note: % is set by controls: 0 for no effect and ±100 for the full control effect; nearly all actives have a fitted effect of over 60% in size; many of its hits are not listed in these tables
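HEK293T cells stably expressing RXFP1 were pretreated with the PDE4 inhibitor Ro 20174, exposed to compounds for 30 min at 37C, lysed, and cAMP was read by TR-FRET. Data normalized to buffer (basal) and 29 nM porcine relaxin (100%).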
Vif-APOBEC3G blk: Vif-A3G binding inhibition. AID 602310. 410,000 compounds, 0.076% hits. Potency, µM (doses to about 46.1 µM), inactives show top-dose activity, negative = active, hits mostly inhibitors. HeLa A3G-eYFP + Vif (tagged APOBEC3G with the HIV-1 protein that degrades it), YFP fluorescence, overnight. Q9HC16;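 note: % is set by controls: 0 for no effect and ±100 for the full control effect; nearly all actives have a fitted effect of over 60% in size; hits raise eYFP signal because A3G escapes Vif-driven loss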
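Read-out is eYFP fluorescence (Ex 488/Em 500-530) from Vif-expressing HeLa A3G-eYFP cells; more signal means A3G escaped Vif-mediated degradation. Cells plated overnight, compound pinned in, incubated overnight at 37 deg C.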
* = called active by the depositor; i = inactive; ? = inconclusive; . = no result given; & = joins results of further samples; [ ] = remark or other dose. Calls come from the whole dose curve; as a rule, active = well fitted curve in the direction sought with a large enough effect; inconclusive = small, poorly fitted or top-dose-only effect, or another doubt; inactive = no such curve, though single readings can be large; an effect the other way counts as inactive or inconclusive. Potency is the fitted concentration of half-maximal effect.

SMILES	Vif-APOBEC3F blk	12-LOX inh	mIDH1 inhibitor	TrxR1 substrate	rTrxR1 inhibitor	RGS4 inh	USP1 inh	RXFP1 ag	Vif-APOBEC3G blk
O=C(NCC1CCCO1)/C(=C/c1cn(-c2ccccc2)nc1-c1cccnc1)NC(=O)c1ccccc1 (stereo not drawn)	11%	-18%	7%	3%	8%	-11%	-11%	-1.3%	-19%
Cc1c(S(=O)(=O)Nc2ccc3c(c2)OCCO3)c(=O)n(C)c(=O)n1C	1%	22%	-3%	4%[57.1 µM]	14%[57.1 µM]	2%	-20%	1.5%	5%
O=C(NNC(=O)c1cnccc1C(F)(F)F)c1ccccc1	10%	?	4%	4%[57.1 µM]	2%[57.1 µM]	1%	0%	2.3%	-1%
O=C(NCCC1=CCCCC1)c1coc(=O)c(Br)c1	?	-18%	2%	12%[57.1 µM]	-6%[57.1 µM]	-4%	-13%	5.9%	?
CCOC(=O)N1CCC(N2Cc3cccc(C(=O)Nc4ccccc4OC)c3C2=O)CC1	0%	-29%	4%	-2%	18%	-18%	-15%	2.9%	1%
N#CC1(NC(=O)CSc2nc3ccccc3s2)CCCCC1	-7%	-7%	-1%	-4%	-2%	13%	-7%	-0.3%	-2%
CCCCn1nnnc1SCC(=O)NC1CCCCC1	6%	-2%	5%	2%	27%	12%	-20%	5.2%	0%
Cc1ccc(NC(=O)CSCC(=O)Nc2cc(S(=O)(=O)N3CCOCC3)ccc2OC(C)C)cc1	-10%	?	8%	1%	25%	-7%	-9%	.	-3%
COc1ccc(S(=O)(=O)N(C)C[C@H]2Oc3ccc(NC(=O)Nc4ccc5c(c4)OCO5)cc3C(=O)N([C@H](C)CO)C[C@@H]2C)cc1	-1%	-1%	5%	-9%[57.1 µM]	6%[57.1 µM]	-8%	-16%	.	-5%
O=C(CSc1nnc(-c2ccc(Cl)cc2)o1)Nc1ccc(F)cc1	2%	-28%	5%	-3%	17%	7%	-24%	2.7%	-2%
COc1ccc(NC(=O)c2c(C)oc3ccc(O)c(CN4CCC(C)CC4)c23)cc1Cl	0%	?	-11%	-1%	20%	-11%	-25%	0.7%	5%
CC1C(=O)NN=C1c1ccc([N+](=O)[O-])cc1 (stereo not drawn)	-14%	-6%	9%	-5%	-6%	-25%	1%	.	-7%
CN(C)CC(c1ccccc1)c1ccccc1	-2%	74%[activator]	3%	5%	10%[57.1 µM]	-4%	-13%	0.1%	-6%
O=C(COc1ccc(-c2nnco2)cc1)Nc1ccc(F)c(Cl)c1	7%	-5%	4%	0%	24%	5%	-6%	.	1%
CCC(=O)NCCc1nc2cc(NC(=O)c3cccs3)ccc2n1C	1%	-4%	4%	-1%[57.1 µM]	21%[57.1 µM]	-26%	-18%	-0.3%	2%
CCN(CC)S(=O)(=O)c1ccc(N2CCOCC2)c(NC(=O)C2CSC3(C)CCC(=O)N23)c1 (stereo not drawn)	-2%	0%	3%	-11%	-4%	-15%	1%	5.9%	-2%
COc1ccc(S(=O)(=O)Nc2ccc(C)cc2)cc1N(C)S(=O)(=O)c1ccc(Cl)cc1	-1%	25%	-4%	0%	18%	-14%	-8%	-0.6%	1%
Cc1sc2nc(SCCO)n(-c3ccccc3)c(=O)c2c1C	3%	16%	-4%	-4%	16%	8%	-12%	0.0%	-3%
CNC(=O)C(=O)NCC1OCCN1S(=O)(=O)c1ccc(OC)c(OC)c1 (stereo not drawn)	7%	3%	5%	-3%	-10%	6%	-14%	0.2%	-1%
CC(C)(C)OC(=O)N1CCC(c2c(C(=O)NCc3ccccc3)cnn2-c2cccc(F)c2)CC1	1%	-24%	0%	-5%	10%	-1%	-7%	1.6%	3%
Cc1cccc(OCC(=O)Nc2ccc3c(c2)nc(CCN2CCC(C)CC2)n3C)c1	-5%	1%	-3%	6%	10%	18%	-21%	0.7%	-1%
COc1ccccc1NC(=O)COc1cccc(-n2cnnn2)c1	-15%	0%	20%	-4%	19%	21%	-2%	1.0%	-1%
COc1cc(OC)c(NS(=O)(=O)c2cc(-c3cnc(C4CC4)o3)ccc2C)cc1Cl	15%	-5%	10%	-2%[57.1 µM]	9%[57.1 µM]	-1%	-8%	2.8%	-1%
Cc1cc(C)c(S(=O)(=O)Nc2ccc[nH]c2=O)c(C)c1	-7%	?	5%	4%[57.1 µM]	18%	21%	-20%	-0.5%	1%
O=C(CSc1nccn1Cc1ccc(Cl)cc1)Nc1ccc2c(c1)OCCO2	-8%	-19%	-19%	0%[57.1 µM]	15%[57.1 µM]	20%	-24%	?	6%

Single records (already shown). Values in the order: Vif-APOBEC3F blk	12-LOX inh	mIDH1 inhibitor	TrxR1 substrate	rTrxR1 inhibitor	RGS4 inh	USP1 inh	RXFP1 ag	Vif-APOBEC3G blk
`N#CC1(NC(=O)CSc2nc3ccccc3s2)CCCCC1` in the list: -7%	-7%	-1%	-4%	-2%	13%	-7%	-0.3%	-2%
`Cc1cc(C)c(S(=O)(=O)Nc2ccc[nH]c2=O)c(C)c1` in the list: -7%	?	5%	4%[57.1 µM]	18%	21%	-20%	-0.5%	1%
`O=C(NCCC1=CCCCC1)c1coc(=O)c(Br)c1` in the list: ?	-18%	2%	12%[57.1 µM]	-6%[57.1 µM]	-4%	-13%	5.9%	?
`Cc1ccc(NC(=O)CSCC(=O)Nc2cc(S(=O)(=O)N3CCOCC3)ccc2OC(C)C)cc1` in the list: -10%	?	8%	1%	25%	-7%	-9%	.	-3%

Further records:
SMILES	Vif-APOBEC3F blk	12-LOX inh	mIDH1 inhibitor	TrxR1 substrate	rTrxR1 inhibitor	RGS4 inh	USP1 inh	RXFP1 ag	Vif-APOBEC3G blk
CC1CN(S(=O)(=O)c2cccc(C(F)(F)F)c2)C(C)N1C(=O)N1CCOCC1 (stereo not drawn)	7%	18%	3%	3%	9%	-9%	-27%	3.1%	1%
O=C(NCC1CCCO1)C(=O)N/N=C/c1cccc(Cl)c1 (stereo not drawn)	10%	-5%	10%	5%[57.1 µM]	9%	-7%	-7%	-0.3%	0%
O=C(Nc1ccccc1)c1cnc[nH]1	2%	0%	4%	2%	8%	7%	-2%	-0.7%	1%
COc1ccc(NC(=O)Cn2cc(C(C)=O)c3ccccc32)cc1	2%	-4%	5%	-2%[11.4 µM]	8%	-15%	-12%	0.9%	0%
CCc1ccc(CNCc2ccc(OCC(O)CN(C)Cc3ccccc3)cc2)nc1 (stereo not drawn)	-11%	-20%	0%	-3%	-14%	27%[11.4 µM]	-4%	-0.6%	4%
C=CCn1cc(C(=O)N2CCN(c3ccccc3)CC2)c(=O)c2cc(S(=O)(=O)N3CCCC3)ccc21	3%	19%	-11%	-10%	-12%	-9%	-12%	2.4%	-3%
CC(C)(C)C1CCC(=NNC(=O)C(=O)NCc2ccco2)CC1 (stereo not drawn)	11%	-16%	3%	8%[57.1 µM]	7%[57.1 µM]	-9%	3%	1.6%	1%
COc1ccc(-n2c(CN3CCN(Cc4ccccc4)CC3)nc3ccc([N+](=O)[O-])cc3c2=O)c(OC)c1	2%	4%	0%	-6%	-14%	14%[11.4 µM]	-14%	0.2%	-6%
O=C(CSc1n[nH]c(-c2ccncc2)n1)Nc1ccc(Br)cc1	-11%	481%[activator]	6%	-4%	-4%	-30%	-18%	3.9%	-5%
Cc1c(F)cccc1NC(=O)CCC(=O)O	10%	0%[57.4 µM]	8%	-2%	0%	20%	-1%	0.0%	1%
COc1ccc(Cc2noc(CN(C)CCN3CCc4ccccc4C3)n2)cc1OC	-1%	5%	-2%	-2%	-11%	15%	-5%	0.9%	0%
Cc1ccc(Cn2c(SCC(=O)C(C)(C)C)nc3ccsc3c2=O)cc1	-3%	0%	-16%	1%[57.1 µM]	14%[57.1 µM]	11%	-2%	2.3%	4%
COc1ccc(OC)c(CCNC(=O)c2nn(C)c3c2CSc2ccccc2-3)c1	10%	19%	-12%	0%	15%	-1%	-13%	-7.3%	4%
Cc1nc2ccccc2cc1C(=O)N(C)Cc1ccccc1	14%	-10%&11%	1%	4%	-46%[0.0914 µM]	-20%	-13%	1.0%	-5%
COc1ccccc1N1CCN(C(=O)c2oc3cc(C)c(C)cc3c2C)CC1	8%	86%[activator]	7%	-10%[57.1 µM]	3%[57.1 µM]	-45%	-21%	1.1%	1%
Cc1ccc(S(=O)(=O)NCCCN(C)C)cc1	3%	i	-3%	2%	7%	7%	1%	-0.3%	2%
O=C(O)CCCC(=O)Nc1ccccc1-n1ccnc1	-15%	3%	2%	-5%	0%	0%	-11%	0.0%	-1%
O=c1oc(-c2ccccc2NS(=O)(=O)c2ccccc2)nc2ccccc12	-6%	?	3%	-6%	2%	-4%	-2%	3.9%	-9%
CC(=O)c1ccc(N2CCN(C(=O)c3cccs3)CC2)c(F)c1	11%	-9%	-6%	-2%	15%	16%	-8%	0.1%	2%
CCOC(=O)CNC(=O)Nc1cc(C(C)(C)C)nn1-c1ccccc1	-14%	4%	0%	1%	4%	-19%	-7%	1.6%	0%
C=CCn1c(C)cc(C)c(C#N)c1=O	7%	2%	-3%	1%	2%	7%	-12%	-3.9%	0%
CNC(=S)N/N=C(\C)c1ccc2c(c1)OCCO2	4%	?	2%	-5%	-14%	-23%	-24%	1.6%	-5%

A portion of the library, so the mix of outcomes need not match the whole.
